Fam108B inh: blocks mouse Fam108B hydrolase in RBBP9 counter-screen | recombinant Fam108B, FP-Rh probe fluorescence polarization | inhibition, % at 9.51 µM | 300,000 compounds, 0.33% hits | AID 1947;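 active = inhibition above the screen mean inhibition plus 3 SD, computed separately per campaign, cut at about 18% in these data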;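 note: inhibitors lower polarization as less probe binds the enzyme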
TPT1 inhibitor: blocks Candida albicans tRNA 2'-phosphotransferase; AID 1962; inhibition, % at 5 µM; recombinant caTPT1, FP RNA substrate dephosphorylation; 300,000 compounds, 0.81% hits;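 active = inhibition above the mean of all tested compounds plus 3 SD, set per screening campaign, cut at about 24% in these data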;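 note: plate controls were DMSO alone for no effect and ferristatin control at 100 nM for full effect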
GLD-1 TGE inh: GLD-1-TGE RNA interaction inhibition (C. elegans) | purified GLD-1 + fluorescein TGE RNA, fluorescence polarization | 320,000 compounds, 0.44% hits | AID 2280 | inhibition, % at 5.96 µM;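 active = percent inhibition above a per-plate cutoff, the plate mean of test compounds plus 3 SD, cut at about 30% in these data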;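 note: 0% = DMSO wells with GLD-1 and probe and 100% = wells lacking GLD-1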
MEX-5 binding: C. elegans MEX-5 TCR-2 RNA binding activity | MEX-5/FITC-TCR2 RNA binding, fluorescence polarization; hits give low values | activity score (negative = inhibition of binding), % at 10 µM | 300,000 compounds, 0.38% hits | AID 1832;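 active = inhibition past about -25% in most replicates, and total fluorescence under double the plate's negative control median, limit read from the data; inconclusive = replicates evenly split on the limit, or fluorescence at least double controls; inactive = too little inhibition in most replicates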;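 note: 0% = DMSO and -100% = 5 µM competing unlabeled TCR2 RNA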
PAD4 FP inh: blocks human protein arginine deiminase 4; Q9UM07; recombinant PAD4, RCA probe fluorescence polarization; inhibition, % at 6.36 µM; 330,000 compounds, 0.41% hits;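 active = percent inhibition above a cutoff equal to the mean of all tested compounds plus 3 SD, cut at about 15% in these data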;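 note: 0% = PAD4 with RCA probe and DMSO and 100% = probe without PAD4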
Target sequence (Q9UM07 whole entry, looked up): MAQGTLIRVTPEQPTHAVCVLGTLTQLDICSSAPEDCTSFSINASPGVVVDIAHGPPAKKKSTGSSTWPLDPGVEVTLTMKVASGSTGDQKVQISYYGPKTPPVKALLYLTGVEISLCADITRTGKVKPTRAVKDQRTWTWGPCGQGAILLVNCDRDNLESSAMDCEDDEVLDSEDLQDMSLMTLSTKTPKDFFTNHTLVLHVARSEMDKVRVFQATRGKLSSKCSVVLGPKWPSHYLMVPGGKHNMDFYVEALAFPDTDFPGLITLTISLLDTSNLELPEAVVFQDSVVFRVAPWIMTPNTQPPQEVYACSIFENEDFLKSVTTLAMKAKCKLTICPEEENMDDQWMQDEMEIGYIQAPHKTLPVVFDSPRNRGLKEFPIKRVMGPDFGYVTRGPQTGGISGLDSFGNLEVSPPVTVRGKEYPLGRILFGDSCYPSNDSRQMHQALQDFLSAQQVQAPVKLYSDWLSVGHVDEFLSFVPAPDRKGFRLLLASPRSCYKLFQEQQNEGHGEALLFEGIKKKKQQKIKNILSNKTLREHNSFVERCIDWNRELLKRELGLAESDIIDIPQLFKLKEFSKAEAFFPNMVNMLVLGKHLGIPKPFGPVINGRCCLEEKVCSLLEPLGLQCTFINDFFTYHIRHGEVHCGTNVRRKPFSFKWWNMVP
MCL1 BIM primary: MCL1-BIM-BH3 interaction inhibition (human); GST-MCL1 / FITC-Bim-BH3 fluorescence polarization; inhibition, % at 10.9 µM; Q07820; AID 2057; 320,000 compounds, 0.68% hits;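 active = inhibition above the mean inhibition of all tested compounds plus 3 SD, set per campaign, cut at about 40% in these data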;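 note: 0% = DMSO wells and 100% = unlabeled Bim-BH3 peptide control; higher means more loss of mP so more displacement of Bim peptide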
BCLXL inh: blocks human Bcl-xL binding to Bim BH3 peptide. 320,000 compounds, 0.7% hits. inhibition, % at 10.9 µM. GST-Bcl-xL / FITC-Bim BH3 peptide fluorescence polarization;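 active = inhibition above the mean of all tested compounds plus 3 SD, cutoff set per campaign, cut at about 30% in these data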;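 note: 0% = DMSO wells and 100% = unlabeled Bim-BH3 peptide competitor; inhibitors lower millipolarization by displacing the labeled peptide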
GSTO1 inh: blocks human GSTO1 in RBBP9 counter-screen | P78417 | recombinant GSTO1, activity-based probe fluorescence polarization | inhibition, % at 5.96 µM | 300,000 compounds, 1.1% hits;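 active = inhibition above the campaign mean inhibition plus 3 SD, cut at about 35% in these data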;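 note: 0% = GSTO1-1 with DMSO and 100% = wells lacking GSTO1-1 enzyme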
PME-1 inh: PME-1 (human) inhibition; Q9Y570; recombinant PME-1, FP-Rh probe fluorescence polarization; inhibition, % at 5.9 µM; 320,000 compounds, 0.53% hits;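 active = inhibition above the campaign mean of all compounds plus 3 SD, cut at about 26% in these data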;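 note: competitive labeling of PME-1 active site by serine hydrolase directed probe; 0% = PME-1 with DMSO and 100% = wells lacking PME-1 enzyme; inhibitors block probe labeling so polarization falls and inhibition rises; many of its hits are not listed in these tables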
Starred values were filed as active, the others as inactive; ? = inconclusive; . = not tested or not shown.

Preview (twelve entries):
1) CN(Cc1ccccc1)S(=O)(=O)c1ccc(NS(C)(=O)=O)cc1
2) O=c1[nH]c(C2CCCN(S(=O)(=O)c3ccccc3)C2)nc2c1nnn2Cc1ccccc1 (configuration not stated)
3) CN(C)Cc1cc2ccccc2c2c1COC2
4) O=C(NCC1CCCN(C(=O)c2cccc(C(F)(F)F)c2)C1)c1ccc(F)cc1 (configuration not stated)
5) CCOc1cccc(-c2cc(C(=O)Nc3ccon3)c3ccccc3n2)c1
6) Cc1ccc(CNS(=O)(=O)c2ccc(CN3C(=O)c4cccnc4C3=O)s2)o1
7) CCOC(=O)c1sc2nc(N3CCOCC3)c3c(c2c1N)CC(C(C)C)OC3 (configuration not stated)
8) O=c1c(O)c(-c2ccc(O)c(O)c2)oc2cc(O)cc(O)c12
9) CN(C)S(=O)(=O)c1ccc(NC(=O)CN2CCC(Cc3ccccc3)CC2)cc1
10) CC(C)N(CC#CC(O)(c1ccccc1)c1ccccc1)C(C)C
screen / no.	1	2	3	4	5	6	7	8	9	10
GLD-1 TGE inh	2	5	-1	6	0	-2	3	-1	2	11
PAD4 FP inh	-2	-2	6	-4	-5	-3	-3	-8	-2	0
TPT1 inhibitor	-1	1	-1	1	-1	1	0	8	3	1
MEX-5 binding	2.2	2.0	-0.6	1.4	-1.5	-3.9	1.8	?	3.8	-3.1
PME-1 inh	7	33*	-3	-2	-3	0	4	14	5	0
MCL1 BIM primary	0	6	9	2	14	8	1	2	-8	3
Fam108B inh	-1	1	-3	-1	-4	2	0	14	-1	4
BCLXL inh	1	2	7	2	7	8	-1	6	-15	4
GSTO1 inh	-1	17	11	3	-11	0	8	57*	-5	8

11) COCCCn1c(SCc2cccc(C(F)(F)F)c2)nc2cc(OC)c(OC)cc2c1=N
12) COc1cccc(C2=CC(=O)C[C@H](c3ccc(OC)c(OC)c3)C2)c1
screen / no.	11	12
GLD-1 TGE inh	7	-8
PAD4 FP inh	1	-4
TPT1 inhibitor	-2	.
MEX-5 binding	0.5	.
PME-1 inh	22	11
MCL1 BIM primary	6	-1
Fam108B inh	6	.
BCLXL inh	5	2
GSTO1 inh	-2	.

The listing, from the start:
1) CN(Cc1ccccc1)S(=O)(=O)c1ccc(NS(C)(=O)=O)cc1
2) O=c1[nH]c(C2CCCN(S(=O)(=O)c3ccccc3)C2)nc2c1nnn2Cc1ccccc1 (configuration not stated)
3) CN(C)Cc1cc2ccccc2c2c1COC2
4) O=C(NCC1CCCN(C(=O)c2cccc(C(F)(F)F)c2)C1)c1ccc(F)cc1 (configuration not stated)
5) CCOc1cccc(-c2cc(C(=O)Nc3ccon3)c3ccccc3n2)c1
6) Cc1ccc(CNS(=O)(=O)c2ccc(CN3C(=O)c4cccnc4C3=O)s2)o1
7) CCOC(=O)c1sc2nc(N3CCOCC3)c3c(c2c1N)CC(C(C)C)OC3 (configuration not stated)
8) O=c1c(O)c(-c2ccc(O)c(O)c2)oc2cc(O)cc(O)c12
screen / no.	1	2	3	4	5	6	7	8
GLD-1 TGE inh	2	5	-1	6	0	-2	3	-1
PAD4 FP inh	-2	-2	6	-4	-5	-3	-3	-8
TPT1 inhibitor	-1	1	-1	1	-1	1	0	8
MEX-5 binding	2.2	2.0	-0.6	1.4	-1.5	-3.9	1.8	?
PME-1 inh	7	33*	-3	-2	-3	0	4	14
MCL1 BIM primary	0	6	9	2	14	8	1	2
Fam108B inh	-1	1	-3	-1	-4	2	0	14
BCLXL inh	1	2	7	2	7	8	-1	6
GSTO1 inh	-1	17	11	3	-11	0	8	57*

9) CN(C)S(=O)(=O)c1ccc(NC(=O)CN2CCC(Cc3ccccc3)CC2)cc1
10) CC(C)N(CC#CC(O)(c1ccccc1)c1ccccc1)C(C)C
11) COCCCn1c(SCc2cccc(C(F)(F)F)c2)nc2cc(OC)c(OC)cc2c1=N
12) COc1cccc(C2=CC(=O)C[C@H](c3ccc(OC)c(OC)c3)C2)c1
13) COC(=O)N/N=C(\C)c1ccco1
14) COc1ccc(Cn2c(CCC(=O)O)nc3cccnc32)cc1
15) CCc1ccc(NC(=O)C(=O)NCc2ccccn2)cc1
16) NC(=O)C(Cc1ccccc1)N1C(=O)c2ccccc2C1=O (configuration not stated)
screen / no.	9	10	11	12	13	14	15	16
GLD-1 TGE inh	2	11	7	-8	6	9	8	4
PAD4 FP inh	-2	0	1	-4	-2	2	-6	-13
TPT1 inhibitor	3	1	-2	.	-6	-3	0	1
MEX-5 binding	3.8	-3.1	0.5	.	0.5	-2.6	-0.5	1.2
PME-1 inh	5	0	22	11	2	-1	-1	-3
MCL1 BIM primary	-8	3	6	-1	4	4	1	-2
Fam108B inh	-1	4	6	.	2	-2	0	2
BCLXL inh	-15	4	5	2	8	6	4	6
GSTO1 inh	-5	8	-2	.	-4	-3	2	2

17) COc1ccccc1C(=O)N1CC2(C)CC1CC(C)(C)C2 (configuration not stated)
18) O=C(Nc1ccccc1)OC1CCCCc2cccnc21 (configuration not stated)
19) CNc1nc(C)c(C#N)c(-c2ccccc2)c1C(C)=O
20) Cc1c(NC(=O)CSc2ccc(Cl)cc2)cccc1-c1nc2ncccc2o1
21) Cc1ccc(CN2CCN(Cc3ccc4ncccc4c3)CC2CCO)cc1 (configuration not stated)
22) O=[N+]([O-])c1cc(C(F)(F)F)ccc1NCCc1c[nH]c2ccccc12
23) COc1ccc(-n2c(C)cc(C(=O)CN3C(=O)NC4(CCc5ccccc54)C3=O)c2C)cc1 (configuration not stated)
24) COc1ccc(/C=C/C(=O)Nc2cc(S(=O)(=O)N3CCCCC3)ccc2N2CCCCC2)cc1OC
25) Cc1cc(C(F)F)nn1CC(=O)NC1C(=O)N2C(C(=O)O)=C(CSc3nnnn3C)CSC12 (configuration not stated)
26) CN(C)c1nc(C(=O)OCCO)nc(N(C)C)n1
27) CC(=O)c1sc(NC(=O)c2ccc(Cl)cc2)nc1C
screen / no.	17	18	19	20	21	22	23	24	25	26	27
GLD-1 TGE inh	7	8	6	3	-4	0	2	8	9	4	4
PAD4 FP inh	-2	-3	1	-3	2	-3	1	4	-1	-2	0
TPT1 inhibitor	-2	0	4	5	-5	1	-9	-4	2	0	-3
MEX-5 binding	-0.5	2.0	-0.3	1.2	0.2	1.7	?	-0.7	-0.4	0.4	0.7
PME-1 inh	5	1	0	-1	0	8	-5	-5	-5	-3	4
MCL1 BIM primary	1	5	1	-3	-2	0	-12	9	-6	4	1
Fam108B inh	-2	2	0	-7	1	5	-2	-1	-4	2	0
BCLXL inh	4	5	0	-3	0	3	1	7	-3	1	-2
GSTO1 inh	-3	-6	-12	-5	6	1	5	0	-1	6	3

Profiles as entered above.
`O=C(NCC1CCCN(C(=O)c2cccc(C(F)(F)F)c2)C1)c1ccc(F)cc1` (configuration not stated) is listed as GLD-1 TGE inh: 6; PAD4 FP inh: -4; TPT1 inhibitor: 1; MEX-5 binding: 1.4; PME-1 inh: -2; MCL1 BIM primary: 2; Fam108B inh: -1; BCLXL inh: 2; GSTO1 inh: 3
`O=[N+]([O-])c1cc(C(F)(F)F)ccc1NCCc1c[nH]c2ccccc12` is listed as GLD-1 TGE inh: 0; PAD4 FP inh: -3; TPT1 inhibitor: 1; MEX-5 binding: 1.7; PME-1 inh: 8; MCL1 BIM primary: 0; Fam108B inh: 5; BCLXL inh: 3; GSTO1 inh: 1

The list is partial (hit frequency here may not be typical).
